Compound activity (PubChem BioAssay)
PfM18AAP inh – PfM18AAP enzyme inhibition | inhibition, % at 7.35 µM | recombinant PfM18AAP, H-Glu-NHMec fluorogenic cleavage | AID 1822 | hit rate 1.2% among 290,000;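 active means inhibition above the campaign mean inhibition over all tested compounds plus 3 SD, cut at about 28% in these data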;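 further: 0% = plate median of test compound wells and 100% = 2 mM ZnCl2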
MEKK2 mut-MEK5 – signal of MEK5 binding to mutant human MEKK2 PB1 domain | hit rate 0.35% among 290,000 | AID 1530 | bead flow cytometry, Alexa488-MEK5 binding to MEKK2 mutant | percent response, % at 10 µM; in the data active means percent response above about 24%, passing the limit was not always enough; further: inactives centre near 1; some results filed as inactive read as strong as hits
HCV NS3 hel inh – inhibitors of Hepatitis C virus NS3 helicase; inhibition, % at 10.9 µM; AID 1800; NS3 helicase DNA unwinding, Cy5 molecular beacon fluorescence; hit rate 0.56% among 290,000;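 active means inhibition above the mean of all tested compounds plus 3 SD, set per campaign, cut at about 35% in these data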;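 further: 0% = DMSO wells and 100% = thioflavine S control wells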
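System: NS3 helicase fragment of HCV / Schedule: 1 h at 25 °C / Control set: DMSO alone as 0% and 110 µM thioflavine S as 100% / Reagent: Cy5/quencher beacon DNA duplex and ATP to start / Technique: Cy5 fluorescence / Replication: singlicate / Evaluation: % inhibition of end-to-start signal ratio versus controls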
VIM-2 inh – inhibitors of Pseudomonas aeruginosa VIM-2 metallo-beta-lactamase. purified VIM-2, nitrocefin hydrolysis, epi-absorbance fluorescence. inhibition, % at 5.6 µM. hit rate 0.89% among 290,000;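 active means inhibition above the mean of all tested compounds plus 3 SD, cutoff set per screening run, cut at about 7.5% in these data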;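 further: red hydrolysis product quenches plate fluorescence so inhibitors raise well fluorescence; 0% = enzyme with DMSO and 100% = DMSO without enzyme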
FID counter – fluorescent intercalator displacement, NS3 helicase counter-screen; hit rate 0.17% among 290,000; DNA fluorescent intercalator displacement, fluorescence; inhibition, % at 7.9 µM; AID 1845; in the data active means inhibition above about 37%;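 further: 0% = vehicle and 100% = reference compound; higher means more ethidium bromide displaced from hairpin DNA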
MEKK2wt PB1 HTS – raises or lowers MEK5 binding to wildtype human MEKK2 PB1 domain; hit rate 1.1% among 290,000; binding response (% of control), % at 10 µM; Q9Y2U5; bead flow cytometry, Alexa488-MEK5 binding to MEKK2 WT; actives lie on both sides; AID 1531; in the data active means binding response below about 67% or above about 130%
UBC9 SUMO inh – SUMOylation inhibition; P63279; HTRF SUMOylation assay, SAE1/SAE2 + UBC9, in vitro; inhibition, % at 35 µM; hit rate 0.36% among 290,000; AID 2006; in the data active means inhibition above about 50%, passing the limit was not always enough; further: strong numbers were not always called active
Target sequence (P63279 whole entry, looked up): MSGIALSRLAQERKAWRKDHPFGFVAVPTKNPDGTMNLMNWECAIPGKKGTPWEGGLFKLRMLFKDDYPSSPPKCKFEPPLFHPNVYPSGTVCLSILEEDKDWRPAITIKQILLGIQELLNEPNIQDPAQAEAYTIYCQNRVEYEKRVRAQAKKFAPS
NALP1 inh – inhibitors of NALP1 inflammasome in yeast; hit rate 0.61% among 280,000; inhibition, % at 10 µM; S. cerevisiae NALP1/ASC/caspase-1 growth, X-gal OD620, 72 h; in the data active means inhibition mostly above about 24%, no sharp cut-off; inactive means mostly below about 32%; further: some compounds called inactive have numbers as strong as hits
IMP-1 inhibitor – blocks Pseudomonas aeruginosa IMP-1 metallo-beta-lactamase; purified IMP-1, nitrocefin hydrolysis, epi-absorbance fluorescence; inhibition, % at 5.6 µM; hit rate 0.45% among 290,000; AID 1556;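 active means inhibition above the mean plus 3 SD of all compounds in the same screening run, cut at about 4.5% in these data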;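 further: 0% = IMP-1 with DMSO and 100% = DMSO wells lacking enzyme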
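Assay system: purified IMP-1; Quantity: IMP-1 0.2 nM before substrate addition; Medium: HEPES buffer pH 7.1 with ZnSO4 and Brij 35; Incubation: 15 min enzyme–compound preincubation, then 25 min nitrocefin reaction, 25 °C; Signal: fluorescence quenching readout, ex 480/em 530 nm; Controls: DMSO with and without IMP-1; Repeats: singlicate testing.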
* marks the source's active call; other numbers are inactive results; nt = no result given. This is a random part of the collection. Share with any hit: about 4.7%.

SMILES | PfM18AAP inh | MEKK2 mut-MEK5 | HCV NS3 hel inh | VIM-2 inh | FID counter | MEKK2wt PB1 HTS | UBC9 SUMO inh | NALP1 inh | IMP-1 inhibitor
Cc1ccc(NC(=O)N2CCSc3ccccc32)cc1 | 5 | 7 | 13 | -3.3 | -9 | 101 | 4 | -7 | -1.4
COc1ccc(CNC(=O)CSCc2c(F)cccc2Cl)cc1 | -7 | 6 | 4 | -1.4 | -21 | 104 | 11 | 11 | -0.9
Cc1ccc(S(=O)(=O)N2C(=O)CCC2C(=O)O/N=C(\N)c2cccc([N+](=O)[O-])c2)cc1 (stereo not drawn) | -13 | 2 | -5 | 0.7 | -9 | 105 | 4 | 23 | -1.5
COCCNC(=O)/C(C#N)=C/c1cccc(/C=C(\C#N)C(=O)NCCOC)c1 | 2 | -1 | 0 | -1.4 | -1 | 104 | 5 | -8 | -3.8
CC(=O)c1ccc(NC(=O)C[n+]2ccc(N(C)C)cc2)cc1 | 1 | 11 | 0 | -1.6 | 3 | 110 | 17 | 0 | -2.7
O=C1CCCC/C1=C\Nc1ccc(Cl)cn1 | -7 | 4 | -8 | 1.0 | -3 | 101 | -6 | 8 | -1.4
Cc1ccc(S(=O)(=O)/C=C2\NC(=O)CS2)cc1 | -18 | -3 | 9 | -2.8 | -3 | 98 | 11 | 25 | -2.7
O=C(O)/C=C/c1ccc(S(=O)(=O)Nc2cccnc2)cc1 | -1 | 2 | 4 | -2.1 | 1 | 105 | 6 | 22 | -1.0
COc1cc(/C=N/NC(=O)CCN2CCN(C)CC2)cc2c1OCO2 | 4 | 3 | 3 | -1.3 | 1 | 105 | 8 | 6 | -1.7
COc1ccccc1/C=N/n1c(N)c(C(=O)NC2CCCCC2)c2nc3ccccc3nc21 | 0 | -1 | -3 | -4.7 | 1 | 94 | 12 | 14 | -1.6
N#Cc1cc([N+](=O)[O-])ccc1N1CCN(c2ccccc2O)CC1 | 13 | 1 | 0 | -1.6 | 1 | 101 | -23 | 1 | -3.3
O=C(Cn1cnc2c(nnn2Cc2ccc(F)cc2)c1=O)NCc1ccc2c(c1)OCO2 | 4 | 4 | -5 | -4.3 | -7 | 105 | 10 | 4 | -8.5
Cc1[nH]nc(-c2ccc(O)cc2O)c1-c1nc2ccccc2s1 | 1 | 2 | -5 | -2.8 | -12 | 102 | -11 | -12 | -3.3
c1cncc(-c2nc(N3CCOCC3)c3c4c(sc3n2)CCC4)c1 | -12 | -12 | -8 | 0.2 | -4 | 84 | 18 | 16 | -1.0
CCc1nn(CCCC(=O)Nc2ccc(C)cc2C)c(=O)c2cc3occc3n12 | 8 | 0 | 10 | -1.8 | -53 | 97 | 4 | 9 | -3.5
Cc1cc(S(=O)(=O)N2CCOCC2)ccc1OCC(=O)Nc1cccc(F)c1 | 4 | 4 | 4 | -2.4 | -23 | 98 | -6 | -10 | -1.4
CCOC(=O)C1(CCOc2ccccc2)CCN(CC=C(C)C)CC1 | -3 | 2 | -4 | -0.3 | 15 | 108 | -6 | 10 | -1.6
CCCn1c(SCC(=O)OCc2ccccc2)nc2c1c(=O)n(C)c(=O)n2C | 4 | 1 | 12 | -0.7 | -1 | 103 | 2 | 21 | -0.6
N#Cc1ccc[n+](CC(=O)c2ccc(NC(=O)c3ccccc3)cc2)c1 | 8 | 4 | -16 | -2.5 | 5 | 103 | 16 | -6 | -2.8
CCc1cccc(NS(=O)(=O)c2c(C)nc3sc(CC)nn3c2=O)c1 | 9 | -5 | 36 | 2.6 | -43 | 90 | -5 | 14 | 0.8
CCOC(=O)C1CCN(c2nc(N)c3c(N)nc(SCC(=O)O)cc3c2C#N)CC1 | 17 | -4 | 22 | 0.6 | -14 | 96 | 100* | 6 | -0.1
O=C(Cn1nnc2c(cnn2-c2ccc(F)cc2)c1=O)c1ccccc1F | 2 | 3 | 1 | -0.8 | -4 | 99 | 1 | 25 | -2.3
CC(C)Oc1ccc(C(=O)Nc2ccc(NC(=O)c3ccco3)c(Cl)c2)cc1 | -1 | 1 | 7 | -2.8 | -4 | 107 | 14 | 9 | -3.6
COc1cc(OC)c(C2SCCS2)c(OC)c1 | 0 | -1 | -2 | -2.5 | -4 | 96 | 4 | 26 | -1.6
Nc1c2c(nc3ccc(Br)cc13)N(C1CCCCC1)CC2 | 8 | 4 | -1 | 0.3 | 4 | 123 | 11 | 36 | -4.1
Clc1ccc(N2CCN(c3cnc4ccccc4n3)CC2)cc1 | 8 | 4 | -2 | -4.7 | -3 | 97 | -4 | 49 | -2.6
CCCOC(=S)Nc1ccccc1 | 1 | -7 | 0 | -7.6 | 1 | 99 | -16 | -2 | -4.2
CCOC(=O)c1cnc2c(OC)cccc2c1NCc1cccnc1 | -10 | 1 | 0 | 11* | 16 | 98 | 3 | 8 | -4.6
CC(=O)C1=C(C)NC2=C(C(=O)CC(C)(C)C2)C1C (stereo not drawn) | -4 | 0 | -1 | -1.2 | -7 | 110 | -2 | 1 | -2.1
CC(C)C[C@H](NC(=O)N1CC(=O)Nc2ccccc21)C(=O)N[C@@H](Cc1ccccc1)C(=O)O | 8 | 2 | 19 | -1.5 | -34 | 99 | 14 | 14 | -4.4
Cn1cc(CNCC2CCCO2)c(-c2ccc(Oc3ccccc3)cc2)n1 (stereo not drawn) | -2 | -8 | -36 | -1.4 | 18 | 95 | -1 | 14 | 0.7
Cc1ccc(Nc2nc3ccc(Cl)cc3n3cnnc23)cc1F | -4 | 9 | -17 | -3.5 | -10 | 107 | 22 | 1 | -1.9
Cc1cccc(N2C(=O)c3cccnc3C2=O)c1 | 4 | 10 | -1 | -0.5 | 0 | 111 | 15 | 1 | -1.9
O=[N+]([O-])c1ccc(/C=N/n2c(COc3ccccc3)n[nH]c2=S)cc1 | 19 | -1 | -2 | -0.3 | 2 | 99 | -1 | 10 | -2.6
COc1ccc(CN=C2NN=C(c3cccc(OC)c3)CS2)cc1 | -10 | -4 | -32 | -0.5 | -7 | 70 | 20 | -7 | -1.5
Cc1ccc(C(=O)O)cc1N1C(=O)c2cccc3c([N+](=O)[O-])ccc(c23)C1=O | 3 | 1 | 24 | 1.0 | -24 | 101 | 24 | 14 | 6.1*
COc1ccc(C(C)=O)cc1CN1C(=O)NC2(CCCCCC2)C1=O | 7 | -1 | -3 | -4.7 | -9 | 96 | 8 | 6 | 1.5
Cc1cc(N2CCN(S(=O)(=O)c3ccc(Cl)c(Cl)c3)CC2)c2ccccc2n1 | -12 | 2 | -41 | -3.8 | 12 | 115 | -9 | 19 | -2.6
CC(C)OCCCNC(=O)C1CCC(CNS(=O)(=O)c2cccc3nsnc23)CC1 (stereo not drawn) | 2 | 2 | 14 | -1.3 | -36 | 104 | -7 | 16 | -2.1
CC1=CSC2=NS(=O)(=O)CCN12 | -9 | -12 | 4 | -1.3 | -2 | 94 | 26 | 24 | -2.8
Cc1[nH]ccc(=O)c1Cc1c(Cl)cccc1Cl | -7 | -1 | -6 | -2.6 | -7 | 98 | -2 | 10 | -2.2
CCOC(=O)c1cc(C(=O)Nc2ccc(S(=O)(=O)Nc3ccc(OC)cc3)cc2)nn1C | 1 | 7 | -23 | -2.7 | -15 | 104 | 0 | 13 | -1.9
CC(C)C(=O)NNC(=O)c1csc(CS(=O)(=O)c2ccc(Cl)cc2)n1 | -2 | -4 | -6 | -1.1 | -2 | 93 | 8 | nt | -2.5
Cc1cc(Br)ccc1NC(=O)CN(C)Cc1cccs1 | 0 | -1 | -19 | 1.4 | -18 | 97 | 2 | 0 | -1.6
Cc1nc(SCc2ccc([N+](=O)[O-])cc2)nc2ccccc12 | 2 | 5 | -2 | -2.2 | -20 | 100 | 3 | 35 | -2.5
Cc1cc(OCCn2ccnc2)cc(C(C)C)c1 | 5 | -1 | -1 | -2.2 | 6 | 103 | 11 | 29 | -3.8
CCCOc1ccc(-c2nc(N3CCN(C)CC3)c3ccccc3n2)cc1 | -5 | 18 | -70 | -0.3 | 25 | 131 | 21 | 19 | -0.7
COc1cc(C2NC(=O)NC(C)=C2C(C)=O)ccc1O (stereo not drawn) | -3 | -18 | 7 | 1.2 | 0 | 75 | 4 | 14 | -0.3
O=C(NCc1ccc(F)cc1)C1CCCN1C(=O)Nc1ccccc1 (stereo not drawn) | -5 | 15 | 1 | -0.5 | -5 | 103 | 17 | 14 | -4.1
CC(NC(=O)C1CCN(c2nnc(N3CCCC3=O)s2)CC1)c1ccccc1 (stereo not drawn) | -5 | -1 | -21 | -4.5 | -21 | 99 | -4 | 6 | -2.4
(next part)
SMILES | PfM18AAP inh | MEKK2 mut-MEK5 | HCV NS3 hel inh | VIM-2 inh | FID counter | MEKK2wt PB1 HTS | UBC9 SUMO inh | NALP1 inh | IMP-1 inhibitor
COc1ccc(C(=O)NC2CCN(C(=S)NCCc3ccccc3)CC2)cc1 | 3 | 3 | 0 | -2.9 | -17 | 102 | 14 | -7 | -0.8
COc1ccc(Cl)cc1NC(=O)CN1CCCCCC1 | -4 | 0 | 1 | -8.0 | 8 | 108 | 13 | -2 | -3.8
Cc1ccccc1C(=O)Nc1ccc2c(c1)C(=O)NC2=O | 0 | 6 | 11 | -1.1 | -11 | 103 | 30 | 17 | -5.0
CCOC(=O)c1cnc2c(N=Nc3cccc(Cl)c3)c(N)nn2c1N | 7 | 12 | -3 | -5.1 | 2 | 109 | 31 | 84* | -3.3
Cc1ccc(-c2nnc(SCC(=O)N3CC(C)CC(C)C3)o2)cc1C (stereo not drawn) | 5 | -1 | 6 | -2.1 | -6 | 103 | -8 | 14 | -2.7
Cc1nn(C2CCS(=O)(=O)C2)c(Cl)c1/C=C/C(=O)OCC(=O)c1cc(C)n(-c2ccc(F)cc2)c1C (stereo not drawn) | 1 | -2 | 6 | -3.2 | -10 | 92 | 27 | 31 | -2.8
O=C(NCc1ccc(F)cc1)c1cc2sccc2n1Cc1ccc(F)cc1 | 1 | 3 | 2 | -3.3 | -9 | 108 | 11 | -14 | -2.1
COC(=O)COc1cccc2c(=O)n(CC(=O)N3CCC(C)CC3)ccc12 | -6 | -19 | 8 | -2.3 | -15 | 96 | -10 | nt | -3.1
CCNc1nc(C(=O)O)nc(N2CCOCC2)n1 | 2 | -2 | 5 | -2.8 | 10 | 92 | 11 | -15 | -2.7
Cc1ccc2cc(NC(=O)CC(CC(=O)O)c3ccccc3)ccc2n1 (stereo not drawn) | 2 | 3 | 0 | -3.1 | -11 | 103 | -4 | -1 | -3.9
COc1ccc(N2CCN(C(=O)CCC(=O)N3CC(C)Oc4ccccc43)CC2)cc1 (stereo not drawn) | -2 | -3 | -8 | 0.8 | -48 | 95 | 9 | 6 | -0.5

Look-ups from above.
Result for Cc1nn(C2CCS(=O)(=O)C2)c(Cl)c1/C=C/C(=O)OCC(=O)c1cc(C)n(-c2ccc(F)cc2)c1C (stereo not drawn) in PfM18AAP inh: 1
Result for CCNc1nc(C(=O)O)nc(N2CCOCC2)n1 in IMP-1 inhibitor: -2.7
